V1R ag counter = V1a receptor agonism, counter-screen for OXTR agonists; CHO-V1R cells, Fluo-8 calcium fluorescence, agonist mode; 0% DMSO, 100% 3 nM vasopressin; activation, % at 3 µM; 320,000 tested, 0.25% active; AID 2797;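 active = activation above the mean activation of all tested compounds plus 3 SD, per screening run, cut at about 20% in these data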;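 also: signal is peak over basal fluorescence ratio across a 100 second FLIPR read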
M1 PAM parental = nonselective activator or artifact in parental CHO-K1 calcium assay; activation, % at 3 µM; 360,000 tested, 0.02% active; ATP EC20, Fluo-8 calcium fluorescence; 0% at ATP EC20, 100% at ATP max;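 active = activation above the run cutoff, the mean activation of all test compounds plus 3 SD, cut at about 40% in these data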;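 also: peak over basal fluorescence ratio in a 140 s read after ATP addition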
M1 ag = agonists of human M1 muscarinic receptor. CHO-K1 hM1, Fluo-8 calcium fluorescence, agonist mode; 0% DMSO, 100% acetylcholine EC100. activation, % at 3 µM. 360,000 tested, 0.33% active. AID 588814;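 active = activation above the run's mean compound activation plus 3 SD, cut at about 16% in these data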;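 also: peak over basal fluorescence ratio within a 140 s kinetic read after compound addition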
Target sequence (P11229 whole entry, looked up): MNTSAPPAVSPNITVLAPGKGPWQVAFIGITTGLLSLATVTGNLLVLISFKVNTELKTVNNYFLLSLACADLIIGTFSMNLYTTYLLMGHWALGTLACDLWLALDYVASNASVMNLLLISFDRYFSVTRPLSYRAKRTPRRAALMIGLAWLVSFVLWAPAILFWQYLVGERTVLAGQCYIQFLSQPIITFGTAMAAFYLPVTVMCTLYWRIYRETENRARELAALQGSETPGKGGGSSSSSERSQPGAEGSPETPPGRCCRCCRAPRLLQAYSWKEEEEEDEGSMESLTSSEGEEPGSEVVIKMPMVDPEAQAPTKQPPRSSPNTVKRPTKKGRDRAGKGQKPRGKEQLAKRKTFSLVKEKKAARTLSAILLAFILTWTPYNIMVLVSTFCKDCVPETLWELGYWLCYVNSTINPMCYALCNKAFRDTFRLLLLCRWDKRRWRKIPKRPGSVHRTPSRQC
CHO-K1 Ca ag = M1 agonist counterscreen hit in parental CHO-K1 cells; Fluo-8 calcium fluorescence; scaled to maximal ATP response, vehicle zero; activation, % at 3 µM; 360,000 tested, 0.48% active; in the data active = activation above about 15%;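 also: untransfected CHO-K1 host cells lacking M1 receptor as counterscreen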
OXTR potentiator = human OXTR potentiation | AID 2445 | activation, % at 3 µM | CHO-OTR cells, Fluo-8 calcium fluorescence, potentiator mode; 0% = oxytocin EC15, 100% = EC100 | 320,000 tested, 0.061% active | P30559;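 active = activation above that plate's cutoff, the mean activation of tested compounds plus 3 SD, cut at about 6.6% in these data, passing the limit was not always enough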;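 also: 100% uses oxytocin at 75 nM as the full agonist control; some results filed as inactive read as strong as hits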
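Measured by – Fluo-8 calcium dye fluorescence · Test system – human OTR in CHO cells · Dosing – one concentration, 3.0 µM compound · Controls – EC15 oxytocin alone as 0%, 75 nM oxytocin as 100% · Evaluation – normalized max/min fluorescence ratio, % activation · Timing – 6 min pre-incubation, 100 s read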
CHO-K1 Ca antag = nonselective inhibitor or artifact in parental CHO-K1 cells; inhibition, % at 3 µM; 360,000 tested, 0.6% active; ATP-induced calcium, Fluo-8 fluorescence; AID 602250;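 active = inhibition above a per-plate cutoff, the plate's mean sample inhibition plus 3 SD, cut at about 24% in these data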;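 also: 0% = DMSO plus EC80 ATP and 100% = DMSO alone without ATP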
TAAR1 ag = agonists of human TAAR1 | activation, % at 3 µM | 360,000 tested, 0.99% active | Q96RJ0 | CHO RD-HGA16 TAAR1, Fluo-8 calcium fluorescence; vehicle wells 0%, saturating PEA agonist 100% | AID 624467;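 active = activation above the mean activation of all test compounds in the run plus 3 SD, cut at about 38% in these data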
Target sequence (Q96RJ0 whole entry, looked up): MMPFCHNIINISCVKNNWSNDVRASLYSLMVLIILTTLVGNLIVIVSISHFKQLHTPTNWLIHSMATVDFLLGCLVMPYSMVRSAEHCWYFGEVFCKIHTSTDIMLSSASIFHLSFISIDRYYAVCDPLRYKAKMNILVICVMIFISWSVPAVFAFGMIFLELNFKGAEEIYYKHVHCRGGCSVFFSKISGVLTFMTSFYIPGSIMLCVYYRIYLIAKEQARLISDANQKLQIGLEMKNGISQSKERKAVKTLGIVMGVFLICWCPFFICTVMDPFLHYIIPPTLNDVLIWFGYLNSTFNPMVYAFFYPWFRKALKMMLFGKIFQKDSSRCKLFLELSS
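test system = CHO RD-HGA16 cells carrying human TAAR1 plus Gα16 | schedule = 17-24 h seeding, 75 min 37 °C dye, 30 min RT | compound dosing = 3 µM single concentration | control set = DMSO and PEA EC100 | replicates = n 1 | signal = Fluo-8 fluorescence, 5 s baseline then 140 s kinetic read | measure = percent activation vs PEA EC100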
TAAR1 antag = human TAAR1 antagonism | AID 624466 | CHO RD-HGA16 TAAR1, Fluo-8 calcium fluorescence, antagonist | inhibition, % at 3 µM | 360,000 tested, 1.5% active | Q96RJ0;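 active = inhibition above a per-plate cutoff, the mean inhibition of test compounds on that plate plus 3 SD, cut at about 49% in these data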;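 also: 0% = DMSO plus EC80 beta-PEA response and 100% = DMSO alone without agonist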
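Test system – hTAAR1-expressing CHO RD-HGA16 cells, Gα16-coupled · Also added – β-PEA at EC80 concentration, post-compound challenge · Compound – 3 µM, single point · Incubation – dye loading 75 min at 37 °C, then 30 min room temperature · Measured by – Fluo-8 intracellular calcium dye fluorescence, real-time kinetic reads · Benchmarks – vehicle and agonist controls · Replicates – singlicate, one well per test compound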
CHO parental Ca = counter-screen: ATP calcium response change in parental CHO cells; parental CHO-K1, ATP-induced calcium, Fluo-8 fluorescence; inhibition, % at 5.6 µM; 330,000 tested, 0.63% active; AID 463079;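 active = inhibition above that plate's mean sample inhibition plus 3 SD, cut at about 26% in these data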;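 also: 0% = ATP-challenged DMSO wells and 100% = DMSO wells without ATP; some compounds past the cut are filed as inactive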
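Test system: untransfected parental CHO cell line; also added: ATP stimulus; dosing: 5.6 µM, single dose; signal: calcium-sensitive Fluo-8 fluorescence; measure: percent inhibition of ATP-evoked calcium rise, normalized to controls; benchmarks: low control ATP plus DMSO, high control DMSO only; replication: one well per compound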
* hit, by the source's call.

For CC(C)[C@H]1C(=O)Nc2ccccc2N1C(=O)N[C@@H](Cc1ccccc1)C(=O)N[C@@H](Cc1ccccc1)C(=O)O the results were V1R ag counter 0.8, M1 PAM parental -11.0, M1 ag -2.7, CHO-K1 Ca ag -0.2, OXTR potentiator -5.5, CHO-K1 Ca antag 17.1, TAAR1 ag 1.7, TAAR1 antag 1.2 and CHO parental Ca -1.4.
O=C(NCCc1ccccn1)c1c(-c2ccsc2)sc2ccccc12 was read as V1R ag counter 7.7, M1 PAM parental 5.8, M1 ag 2.2, CHO-K1 Ca ag 5.3, OXTR potentiator 3.5, CHO-K1 Ca antag -7.1, TAAR1 ag 4.7, TAAR1 antag -10.8 and CHO parental Ca -31.6.
For Cc1oc2c(CN(C)C)c(O)ccc2c(=O)c1-c1cscn1 the results were V1R ag counter 0.8, M1 PAM parental 2.0, M1 ag -10.2, CHO-K1 Ca ag 0.3, OXTR potentiator -6.1, CHO-K1 Ca antag 6.1, TAAR1 ag 1.2, TAAR1 antag -6.3 and CHO parental Ca 3.7.
Screening NS(=O)(=O)c1ccc(CCNC(=O)c2ccc(NC3=NC4CS(=O)(=O)CC4S3)cc2)cc1 (stereo unspecified) returned V1R ag counter -0.3, M1 PAM parental 4.3, M1 ag -3.6, CHO-K1 Ca ag 1.0, OXTR potentiator 0.1, CHO-K1 Ca antag 18.6 and CHO parental Ca 3.2.
Screening COc1cccc(NC(=O)CN(C)C(=O)CC2CCCCC2)c1 returned M1 PAM parental -10.2, M1 ag -2.2, CHO-K1 Ca ag 0.7, CHO-K1 Ca antag 0.8, TAAR1 ag 1.4 and TAAR1 antag -9.1.
COc1cccc(C2Nc3ccccc3C(=O)N2Cc2ccccc2)c1 (stereo unspecified) was read as V1R ag counter -1.5, M1 PAM parental 29.1, M1 ag -6.7, CHO-K1 Ca ag 3.8, OXTR potentiator 1.7, CHO-K1 Ca antag -3.4, TAAR1 ag -0.8, TAAR1 antag 8.0 and CHO parental Ca -11.3.
`Cc1ccnc(SCC(=O)N2CCN(C(c3ccccc3)c3ccccc3)CC2)n1` gave V1R ag counter -0.9, M1 PAM parental 23.6, M1 ag -6.7, CHO-K1 Ca ag 2.8, OXTR potentiator -0.9, CHO-K1 Ca antag -9.7, TAAR1 ag 12.1, TAAR1 antag 15.6 and CHO parental Ca -10.1.
COc1ccc(CCNC(=O)CCCc2ccccc2)cc1 was read as V1R ag counter -0.4, M1 PAM parental 8.5, M1 ag -2.8, CHO-K1 Ca ag 1.2, OXTR potentiator -8.8, CHO-K1 Ca antag -11.9, TAAR1 ag -1.9, TAAR1 antag 4.6 and CHO parental Ca -15.8.
Screening FC(F)(F)c1cccc(CN2CCN(c3ncccn3)CC2)c1 returned V1R ag counter -0.5, M1 PAM parental 14.2, M1 ag -4.8, CHO-K1 Ca ag 3.0, OXTR potentiator 0.1, CHO-K1 Ca antag -1.6, TAAR1 ag -0.9, TAAR1 antag 0.3 and CHO parental Ca -1.3.
CCCN(C(=O)CSc1nnc(-c2ccoc2C)n1N)C1CCS(=O)(=O)C1 (stereo unspecified) was read as V1R ag counter 0.6, M1 PAM parental -1.0, M1 ag -2.7, CHO-K1 Ca ag -0.4, OXTR potentiator 6.7, CHO-K1 Ca antag 1.0, TAAR1 ag 0.4, TAAR1 antag -20.5 and CHO parental Ca -0.2.
Screening COc1ccc(S(=O)(=O)NNC(=O)c2cc3ccccc3o2)cc1 returned V1R ag counter 1.8, M1 PAM parental 13.8, M1 ag -1.7, CHO-K1 Ca ag -0.1, OXTR potentiator -9.6, CHO-K1 Ca antag -2.9, TAAR1 ag 7.0, TAAR1 antag -10.8 and CHO parental Ca -12.3.
`COc1ccc(-c2nn(CC(=O)N(C)C)c(=O)c3ccccc23)cc1` gave V1R ag counter -1.3, M1 PAM parental 16.4, M1 ag -3.4, CHO-K1 Ca ag 0.3, OXTR potentiator -9.5, CHO-K1 Ca antag -1.2, TAAR1 ag 5.2, TAAR1 antag -8.0 and CHO parental Ca -12.1.
`O=C(CNC(=O)c1ccco1)NNC(=O)c1ccc(Br)cc1` gave V1R ag counter 0.3, M1 PAM parental 5.2, M1 ag -1.3, CHO-K1 Ca ag -0.4, OXTR potentiator -5.6, CHO-K1 Ca antag 0.7, TAAR1 ag -3.0, TAAR1 antag -8.9 and CHO parental Ca 1.0.
`C[C@@H]1CN([C@H](C)CO)C(=O)CCCn2nncc2CO[C@@H]1CN(C)C(=O)Nc1ccc(N2CCCCC2)cc1` gave M1 PAM parental 2.3, M1 ag -6.8, CHO-K1 Ca ag 0.3, CHO-K1 Ca antag 0.0, TAAR1 ag 0.8 and TAAR1 antag -13.3.
For COc1ccc(/C=N/NC(=O)c2cc(C)on2)c2ccccc12 the results were V1R ag counter -0.4, M1 PAM parental 10.1, M1 ag -4.6, CHO-K1 Ca ag -0.3, OXTR potentiator -3.0, CHO-K1 Ca antag -14.3, TAAR1 ag 9.4, TAAR1 antag 19.0 and CHO parental Ca -28.9.
For Cc1ccc(-c2nnc(-c3cccc4ccccc34)o2)cc1 the results were M1 PAM parental 12.3, M1 ag 2.3, CHO-K1 Ca ag -0.1, CHO-K1 Ca antag -8.3, TAAR1 ag 2.5 and TAAR1 antag -5.9.
For CC(C)NC(=O)C(=O)NC1CCCCCC1 the results were V1R ag counter 0.1, M1 PAM parental 13.4, M1 ag -3.1, CHO-K1 Ca ag 0.7, OXTR potentiator -5.9, CHO-K1 Ca antag -12.2, TAAR1 ag 19.0, TAAR1 antag -0.5 and CHO parental Ca -3.5.
`CCOC(=O)CCCCC(=O)c1[nH]c(=O)[nH]c1CN1CCOCC1` gave V1R ag counter 1.0, M1 PAM parental 6.8, M1 ag -2.5, CHO-K1 Ca ag 0.3, OXTR potentiator -4.9, CHO-K1 Ca antag -4.8, TAAR1 ag 6.1, TAAR1 antag -5.2 and CHO parental Ca -5.6.
Screening Cc1ccccc1NC(=O)C(=O)NCc1ccccn1 returned V1R ag counter 0.3, M1 PAM parental 17.6, M1 ag -3.9, CHO-K1 Ca ag 0.4, OXTR potentiator 1.1, CHO-K1 Ca antag -11.7, TAAR1 ag 1.7, TAAR1 antag 4.8 and CHO parental Ca 6.9.
CCOc1cc(N2CCOCC2)c(OCC)cc1NC(=O)Cn1cnc2c(=O)n(C)c(=O)n(C)c21 was read as V1R ag counter 0.1, M1 PAM parental 29.1, M1 ag -8.0, CHO-K1 Ca ag 0.9, OXTR potentiator -5.9, CHO-K1 Ca antag -14.3, TAAR1 ag 4.5, TAAR1 antag -24.3 and CHO parental Ca 1.3.

Fetched by structure from above (2):
`CCOC(=O)CCCCC(=O)c1[nH]c(=O)[nH]c1CN1CCOCC1` gave V1R ag counter 1.0, M1 PAM parental 6.8, M1 ag -2.5, CHO-K1 Ca ag 0.3, OXTR potentiator -4.9, CHO-K1 Ca antag -4.8, TAAR1 ag 6.1, TAAR1 antag -5.2 and CHO parental Ca -5.6.
CCOc1cc(N2CCOCC2)c(OCC)cc1NC(=O)Cn1cnc2c(=O)n(C)c(=O)n(C)c21 was read as V1R ag counter 0.1, M1 PAM parental 29.1, M1 ag -8.0, CHO-K1 Ca ag 0.9, OXTR potentiator -5.9, CHO-K1 Ca antag -14.3, TAAR1 ag 4.5, TAAR1 antag -24.3 and CHO parental Ca 1.3.

(continued)
For N#Cc1nnn(Cc2ccccc2)c1N the results were V1R ag counter 0.5, M1 PAM parental 7.7, M1 ag -7.8, CHO-K1 Ca ag -0.3, OXTR potentiator -6.7, CHO-K1 Ca antag -10.6, TAAR1 ag 1.2, TAAR1 antag 12.4 and CHO parental Ca -1.7.
`COc1ccc(Cc2nnc(NC(=O)c3ccc(C)cc3)s2)cc1OC` gave V1R ag counter 1.7, M1 PAM parental 1.6, M1 ag -3.3, CHO-K1 Ca ag 0.1, OXTR potentiator -5.6, CHO-K1 Ca antag -11.2, TAAR1 ag -0.4, TAAR1 antag -17.4 and CHO parental Ca -3.0.
CC1CNC(=S)N(c2ccc(F)cc2)C1=O (stereo unspecified) was read as M1 PAM parental -22.5, M1 ag -4.0, CHO-K1 Ca ag 0.0, CHO-K1 Ca antag -0.5, TAAR1 ag 0.3 and TAAR1 antag 4.0.
`COCCNC(=O)COc1ncnc2scc(-c3ccc(F)cc3)c12` gave V1R ag counter -0.1, M1 PAM parental -19.2, M1 ag -1.8, CHO-K1 Ca ag 0.0, OXTR potentiator -16.4, CHO-K1 Ca antag 14.0, TAAR1 ag 6.8, TAAR1 antag -9.9 and CHO parental Ca 6.8.
For COc1ccc(Cn2nnnc2C(c2cc3cccc(C)c3[nH]c2=O)N2CCN(C)CC2)cc1 (stereo unspecified) the results were V1R ag counter -0.5, M1 PAM parental -6.1, M1 ag -3.1, CHO-K1 Ca ag 0.1, OXTR potentiator -5.8, CHO-K1 Ca antag -3.6, TAAR1 ag 6.3, TAAR1 antag 20.1 and CHO parental Ca 3.2.
Screening Cc1cc(SCC(=O)N2c3ccccc3NC(=O)CC2C)nc2ccccc12 (stereo unspecified) returned M1 PAM parental 18.7, M1 ag -5.8, CHO-K1 Ca ag 0.8, CHO-K1 Ca antag -11.6, TAAR1 ag 0.5 and TAAR1 antag -11.4.
Cc1cccc(NC(=O)NC2CCCc3ccccc32)c1 (stereo unspecified) was read as V1R ag counter 0.4, M1 PAM parental 8.4, M1 ag -3.9, CHO-K1 Ca ag 0.8, OXTR potentiator -12.4, CHO-K1 Ca antag -0.1, TAAR1 ag -1.4, TAAR1 antag 3.7 and CHO parental Ca -4.6.
CN(CC(=O)NCc1ccccn1)S(=O)(=O)c1ccc(Cl)cc1 was read as V1R ag counter 0.5, M1 PAM parental 24.9, M1 ag -4.4, CHO-K1 Ca ag 0.3, OXTR potentiator -1.0, CHO-K1 Ca antag -10.1, TAAR1 ag -3.0, TAAR1 antag -16.7 and CHO parental Ca -9.8.
CC1(C(=O)NS(C)(=O)=O)CCN1C(=O)C/C=C/c1ccccc1 (stereo unspecified) was read as M1 PAM parental -7.0, M1 ag -1.8, CHO-K1 Ca ag 0.2, CHO-K1 Ca antag 4.4, TAAR1 ag 0.8 and TAAR1 antag 4.8.
For CCOc1ccc(S(=O)(=O)N(CC(=O)NCc2ccncc2)c2ccc(C)cc2)cc1 the results were V1R ag counter -0.8, M1 PAM parental -0.8, M1 ag -6.0, CHO-K1 Ca ag 3.2, OXTR potentiator -10.2, CHO-K1 Ca antag -11.9, TAAR1 ag 4.1, TAAR1 antag 7.8 and CHO parental Ca -26.7.

Screens from PubChem BioAssay.
